# EPAC1 ag: EPAC1 (human) agonism; AID 720707; Potency, µM (series often up to 154 µM), for inactives: top-dose activation, hits mostly activators; 360,000 tested, 0.073% active; O95398; EPAC1 agonist qHTS, biochemical assay; response scale: 100% = response to 6.5 mM cAMP; also: nearly all actives have a fitted effect of over 60% in size
#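 Read-out is the fluorescence drop as BODIPY-GDP leaves Rap1B (480 nm excitation, 540 nm emission), recorded every 5 minutes over 30 minutes. Reactions held 100 nM EPAC1, 250 nM Rap1B–BODIPY-GDP and 50 uM GDP, with 6.5 mM cAMP setting full activation.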
# EPAC2 antag: antagonists of human EPAC2. Q8WZA2. EPAC2 GEF exchange of Rap1B-BODIPY-GDP, fluorescence. Potency, µM (highest dose often 114 µM), inactives show top-dose activity, negative = inhibition, hits mostly inhibitors. 360,000 tested, 0.18% active. AID 720708; also: % is scaled to controls: 0 for no effect and ±100 for the full control effect; nearly all actives have a fitted effect of over 45% in size; many of its hits are not listed in these tables
# aSyn yeast inh: alpha-synuclein toxicity inhibition in yeast | Yeast expressing alpha-synuclein, growth rescue, BacTiter-Glo, 24 h | Potency, µM (highest dose often 46.1 µM), for the others: at the top dose growth rescue (activation), actives largely listed as activators | 370,000 tested, 0.14% active; also: % of control where 0% means no effect; nearly all actives have a fitted effect of over 65% in size
#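 Screening used galactose-induced yeast with toxic alpha-synuclein levels, exposed to compound for 24 hr at 30 deg C. Cell growth, read with BacTiter-Glo luminescence, gave the measured signal.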
# FUS yeast rescue: FUS proteinopathy suppression in yeast. S. cerevisiae FUS-expressing, growth rescue, OD600, 24 h. Potency, µM (top dose mostly 76.6 µM), for the others: top-dose growth rescue (activation), hits mostly activators. 390,000 tested, 0.24% active;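 also: plate controls were DMSO vehicle for no effect and reference control for full effect; nearly all actives have a fitted effect of over 55% in size; some results filed as inactive show a strong effect at the top dose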
#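 Toxicity suppression screen in FUS-yeast. Cells induced with 2% galactose, starting OD 0.005, treated 24hr at 30C with compounds at multiple final concentrations; growth by OD600.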
# EPAC2 agonist: activates human EPAC2 exchange factor; Q8WZA2; EPAC2 activation, biochemical qHTS; response scale: 100% = 6.5 mM cAMP response; Potency, µM (doses to about 154 µM), for inactives: at the top dose activation, usual class: activators; 360,000 tested, 0.079% active; AID 720711; also: nearly all actives have a fitted effect of over 50% in size
#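 qHTS, titration series. 100 nM EPAC2 / 250 nM Rap1B-BODIPY-GDP / 50 uM GDP; RT; ex 480/em 540 nm, 5-min reads to 30 min. Norm. to 6.5 mM cAMP = activation.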
# PTHR1 agonist: activates the human parathyroid hormone receptor PTHR1; Q03431; Potency, µM (titrated, usually from 115 µM), without a hit: top-dose activation, most hits filed as activators; AID 743266; 410,000 tested, 0.075% active; HEK293 GP2 PTHR1 cells, GloSensor cAMP luminescence, 1 h; also: nearly all actives have a fitted effect of over 55% in size; some results filed as inactive show a strong effect at the top dose; inactives centre near -15; many of its hits are not listed in these tables
# Target sequence (Q03431 whole entry, looked up): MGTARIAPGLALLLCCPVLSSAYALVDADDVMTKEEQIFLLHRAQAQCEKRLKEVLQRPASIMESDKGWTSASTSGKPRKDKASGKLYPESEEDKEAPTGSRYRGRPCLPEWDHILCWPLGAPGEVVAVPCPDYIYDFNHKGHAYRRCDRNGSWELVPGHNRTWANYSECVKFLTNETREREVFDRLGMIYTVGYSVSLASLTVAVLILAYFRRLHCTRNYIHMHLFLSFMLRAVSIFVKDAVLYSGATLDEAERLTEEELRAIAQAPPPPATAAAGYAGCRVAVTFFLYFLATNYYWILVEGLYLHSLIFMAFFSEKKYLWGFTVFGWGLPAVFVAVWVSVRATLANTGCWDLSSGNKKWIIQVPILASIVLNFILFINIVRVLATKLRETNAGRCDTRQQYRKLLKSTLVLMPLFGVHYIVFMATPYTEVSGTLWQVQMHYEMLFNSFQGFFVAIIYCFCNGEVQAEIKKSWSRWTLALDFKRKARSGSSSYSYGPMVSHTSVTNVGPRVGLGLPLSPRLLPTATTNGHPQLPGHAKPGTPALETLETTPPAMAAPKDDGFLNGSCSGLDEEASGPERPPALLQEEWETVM
#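 HEK-293-derived GP2 cells expressing PTHR1 and a GloSensor cAMP reporter, 3,000/well, plated overnight, given luciferin plus IBMX (each 0.5 mM as added) for 1 h at 37 °C, then compound for 1 h at 37 °C. Luminescence was read after 15 min at room temperature.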
# TDP43 rescue: inhibitors of TDP-43 toxicity in yeast. TDP-43 expressing yeast growth rescue, BacTiter-Glo, 24 h. Potency, µM (top dose mostly 46.1 µM), for inactives: at the top dose growth rescue (activation), most hits filed as activators. 410,000 tested, 1.8% active. AID 652104; also: % of control where 0% means no effect; nearly all actives have a fitted effect of over 50% in size
#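 Growth rescue of TDP-43-toxic yeast measured as ATP luminescence (BacTiter-Glo). Cells grown to mid-log in raffinose, induced in galactose at OD600=0.02, exposed to compound 24 hr at 30 deg C.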
# EPAC1 antag: blocks human EPAC1 exchange factor | O95398 | EPAC1 GEF assay, Rap1b-BODIPY-GDP exchange fluorescence | Potency, µM (titrated, usually from 115 µM), without a hit: top-dose activity change, negative = inhibition, hits mostly inhibitors | 360,000 tested, 0.14% active | AID 720709;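 also: plate controls were vehicle for no effect and positive control for full effect; nearly all actives have a fitted effect of over 50% in size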
# * hit, by the source's call; i = inactive; ? = inconclusive; / = no result given; & = joins results of further samples; [ ] = remark or other dose. Calls follow the shape of the dose curve; as a rule, active = well fitted curve in the direction sought with a large enough effect; inconclusive = small, poorly fitted or top-dose-only effect, or another doubt; inactive = no such curve, though single readings can be large; an effect the other way counts as inactive or inconclusive. Potency is read from the fitted curve at half-maximal effect. Only part of the results is shown, so the mix of outcomes need not match the whole.
SMILES,EPAC1 ag,EPAC2 antag,aSyn yeast inh,FUS yeast rescue,EPAC2 agonist,PTHR1 agonist,TDP43 rescue,EPAC1 antag
COC(=O)c1ccccc1NC(=O)C(CCS(C)(=O)=O)NC(C)=O (stereo not drawn),6%,10%,3%,-13%,-2%,i,3%,-19%
CCSc1nnc(NC(=O)CSc2ncccn2)s1,-1%,5%,-2%,-14%,8%,-7%[57.5 µM],2%,6%
CCc1cccc(C)c1NC(=O)CSc1nnc(-c2ccco2)n1N,-5%,9%,-9%,-4%,14%,-28%[57.5 µM],-14%,10%
O=C(CN1C(=O)COc2ccccc21)c1ccc(Cl)cc1,6%,-3%,0%,19%,4%,-9%[57.5 µM],?,-11%
Cc1cc(C#N)c(C)n1-c1cc(C(F)(F)F)ccc1N1CCOCC1,14%,-16%,5%,56%,14%,?,-2%,-6%
O=C(NC1=NCCS1)c1ccc(F)c(S(=O)(=O)N2CCOCC2)c1,0%,3%,-5%,-18%,6%,-9%,3%,-8%
CC(NC(=O)NCCCn1ccnc1)(C(F)(F)F)C(F)(F)F,-2%,-2%,1%,20%,-5%,i,-2%,-12%
CCOC(=O)CSc1nc2ccc(N3CCOCC3)cc2c(=O)n1Cc1ccccc1,5%,-6%,/,33%,-5%,i,?,-12%
COc1ccc(Nc2sc(C(=O)c3ccc(Cl)cc3)c(N)c2C(=O)Nc2ccccc2OC)cc1,0%,9%,1%,?,-4%,-40%[inhibitor],27%,3%
COc1ccc(CC(=O)Nc2ccccc2N2CCCC2)cc1,1%,-12%,0%,4%,10%,-9%,21%,14%
CN(Cc1cccs1)C(=O)COc1cccc2c1OC(C)(C)C2,4%,2%,13%,/,3%,-8%,0%,3%
CC(c1ccon1)N(C)Cc1cn(C)nc1-c1ccc2c(c1)OCCO2 (stereo not drawn),8%,-10%,-2%,-4%,-2%,i,-15%,-3%
CC(C)c1ccccc1NC(=S)NN(Cc1ccccc1)c1ccccc1,4%,0%,1%,46%,15%,i,?,-5%
Cc1cccc(N2CCN(C(=O)C3CCC(=O)N(C4CC4)C3)CC2)c1C (stereo not drawn),17%,5%,12%,13%,4%,-3%,?,7%
COc1ccccc1N1CCN(/N=C\c2cccnc2)CC1,4%,-5%,-6%,17%,-3%,-9%,-1%,-10%
O=C(Cn1cnc2ccccc21)N1CCN(S(=O)(=O)c2ccccc2)CC1,10%,-1%,-3%,-4%,11%,-1%,-21%,2%
CCCCNCCOc1ccccc1-c1ccccc1,0%,14%,-5%,/,-4%,i,0%,-15%
Cc1cccc(NC(c2ccc(C)s2)c2ccc3ccc(C)nc3c2O)n1 (stereo not drawn),-13%,2%,16%,8%,-5%,-64%[inhibitor],?,-17%
COc1ccccc1OCCSc1nnc(C)n1-c1ccccc1,-7%,-4%,-3%,18%,5%,-27%,4%,9%
Cc1cc(O)ccc1N/C=C(\C#N)c1nc2ccccc2o1,4%,0%,3%,11%,7%,-19%,13%,0%
CN(C)c1ccc(NC(=O)CCN2CCN(c3ccccn3)CC2)cc1,7%,14%,5%,10%,1%,-22%,4%,-8%
COc1ccccc1NNC(=O)C(O)(c1ccccc1)c1ccccc1,10%,-2%,4%,5%,-1%,-3%,-15%,5%
COC(=O)N1CCCC(c2cc(C(=O)Nc3ccccc3Cl)no2)C1 (stereo not drawn),5%,-6%,22%,26%,12%,-59%[inhibitor],?,-4%
CC(C)[C@H](NC(=O)Cc1ccccc1)C(=O)OCc1cc(=O)n2c(n1)sc1ccccc12,-15%,20%,-2%,/,-18%,-30%,-8%,-21%
O=S(=O)(c1ccc(Cl)cc1)N(CCCN1CCOCC1)Cc1cccs1,6%,4%,2%,-6%,4%,i,2%,-6%

# New compounds follow
SMILES,EPAC1 ag,EPAC2 antag,aSyn yeast inh,FUS yeast rescue,EPAC2 agonist,PTHR1 agonist,TDP43 rescue,EPAC1 antag
O=C(COc1ccccc1/C=C\c1[nH]c(=O)[nH]c(=O)c1[N+](=O)[O-])Nc1ccccc1,2%,-9%,-3%,-8%,2%,-14%,-6%,?
Cc1ccc(C(=O)NCCN2C3=NC[C@H](Cc4ccc(O)cc4)N3C[C@H]2Cc2ccc(O)cc2)cc1Br,-5%,11%,2%,4%,4%,1%,15%,-7%
Cc1ccc(-n2nc(C)c3c(C)c(CCC(=O)O)c(C)nc32)cc1,5%,-18%,?,9%,1%,-17%,-10%,6%
Nc1nnc(SCCCOc2ccc(F)cc2)s1,-1%,-6%,3%,-11%,4%,i,?,-22%
CCOC(=O)Nc1nn(-c2ccc(C)cc2)c(=O)c(C#N)c1C,-3%,9%,1%,-10%,-1%,i,-5%,11%
O=C(O)CCCCCN=Cc1c(O)c2ccccc2oc1=O,0%,5%,-1%,-10%,1%,-7%,-26%,2%
COc1cc(COCC(O)CN2CCN(CCN3C(=O)c4cccc5cccc(c45)C3=O)CC2)cc(OC)c1OC (stereo not drawn),-3%,16%,-3%,?,-7%,i,-17%,12%
CCCCCc1nc2c(=O)[nH]c3ccccc3c2o1,2%,-2%,1%,-11%,2%,-19%,2%,-6%
Cc1cc(-c2ccccc2)nc2[n+]1CCN2C,9%,-9%,-6%,-3%,9%,28%[57.5 µM],-24%,0%
CCCn1c(N)c(C(=O)CN(C)CC(=O)Nc2c(Cl)cccc2Cl)c(=O)[nH]c1=O,-1%,13%,0%,-1%,11%,-10%,15%,13%
NC(=O)c1ccc(NS(=O)(=O)c2ccc(S(=O)(=O)N3CCCC3)cc2)cc1,0%,-3%,1%,-20%,-1%,-24%,16%,-15%
Cc1ccc(S(=O)(=O)N(CC(=O)Nc2cccc(C)c2C)C(=O)N2CCN(C)CC2)cc1,-41%[inhibitor],-5%,-3%,9%,1%,i,3%,-3%
CC(=O)Oc1ccc(C(=O)Nc2cccc(C(=O)NC(C)(C)C)c2)cc1,8%,-8%,0%,9%,11%,-21%,-9%[9.22 µM],-2%
Cc1nc(Nc2ccc3c(c2)OCCO3)c2oc3ccccc3c2n1,10%,-1%,0%,24%,11%,-27%,?,-11%
CC(C)CC(=O)Nc1cccc(-c2nc3ccccc3[nH]2)c1,-8%,-1%,-2%,10%&-6%,2%,-8%&-34%,24%&5%,0%
Cc1ccc(C(=O)NC(=S)Nc2ccccc2N2CCCC2)cc1[N+](=O)[O-],2%,-2%,-1%,18%,18%,-10%,?,-15%
Nc1nccnc1C(=O)OCc1nc2sc3c(c2c(=O)[nH]1)CCCC3,3%,-3%,10%,34%,5%,i,22%,-7%
O=[N+]([O-])c1ccc(NCc2ccccc2)nc1,5%,-2%,4%,-4%,4%,i,29%,0%
COc1ccc(NC(=O)c2ccc(N3C(=O)C4CC=C(Cl)CC4C3=O)cc2)cc1 (stereo not drawn),-2%,12%,-4%,33%,-2%,-55%[inhibitor],-4%,-13%
O=C1c2ccccc2C(Nc2ccc3c(c2)OCCO3)N1Cc1ccco1 (stereo not drawn),1%,-17%,0%,14%,14%,-94%[inhibitor],27%,-7%
C=CCSc1nc(N)c(C(=O)Nc2ccccc2OC)cc1C(=O)Nc1ccccc1,15%,-11%,?,16%,11%,?,10%,-9%
COc1ccc(-c2cc(C(F)(F)F)nc(-n3cc(Cl)cn3)n2)cc1,12%,-20%,-4%,?,5%,-24%[57.5 µM],11µM*,-22%
c1ccc(-c2nn[nH]n2)cc1,2%,-2%,-3%,13%,8%,-21%,-27%,-6%
CC1(C)CC(=Cc2ccccc2[N+](=O)[O-])C(=O)c2ccccc21,-8%,-27%,-4%,-10%,13%,-22%,11%,8%
Cn1sc(NC(=O)c2ccccc2)nc1=O,0%,3%,-1%,-3%,3%,-14%[57.5 µM],-17%,-3%

# Complete entries, quoted from the list. Order of screens: EPAC1 ag, EPAC2 antag, aSyn yeast inh, FUS yeast rescue, EPAC2 agonist, PTHR1 agonist, TDP43 rescue, EPAC1 antag
# CC(=O)Oc1ccc(C(=O)Nc2cccc(C(=O)NC(C)(C)C)c2)cc1 as listed: 8%, -8%, 0%, 9%, 11%, -21%, -9%[9.22 µM], -2%
# Cc1ccc(S(=O)(=O)N(CC(=O)Nc2cccc(C)c2C)C(=O)N2CCN(C)CC2)cc1 as listed: -41%[inhibitor], -5%, -3%, 9%, 1%, i, 3%, -3%
# O=[N+]([O-])c1ccc(NCc2ccccc2)nc1 as listed: 5%, -2%, 4%, -4%, 4%, i, 29%, 0%
# CC(C)c1ccccc1NC(=S)NN(Cc1ccccc1)c1ccccc1 as listed: 4%, 0%, 1%, 46%, 15%, i, ?, -5%
# C=CCSc1nc(N)c(C(=O)Nc2ccccc2OC)cc1C(=O)Nc1ccccc1 as listed: 15%, -11%, ?, 16%, 11%, ?, 10%, -9%

# Continued.
SMILES,EPAC1 ag,EPAC2 antag,aSyn yeast inh,FUS yeast rescue,EPAC2 agonist,PTHR1 agonist,TDP43 rescue,EPAC1 antag
CCOc1ccc(S(=O)(=O)Nc2ccc(F)cc2)c(C)c1C,18%,?,3%,14%,10%,-3%[57.5 µM],?,4%
Cc1occc1C(=O)NNC(=O)c1ccccc1C(=O)O,2%,3%,-2%,-15%,1%,i,-7%,5%
COc1ccc(/C=N/NC(=O)Cc2cc(OC)c(OC)cc2[N+](=O)[O-])cc1,-8%,-15%,1%,/,-4%,i,7%,-13%
CCNC(=O)C1(C)CCN(C(=O)c2ccc(F)c(Cl)c2)C1 (stereo not drawn),-1%,11%,1%,-20%,-1%,i,25%,9%
O=C(Nc1nccs1)c1ccc(-c2ccc(Cl)cc2)o1,1%,4%,0%,-32%,4%,-3%,?,-8%
O=C(Nc1cccc(-c2nc3ncccc3o2)c1)c1cc2ccccc2o1,9%,4%,1%,9%,8%,-62%[inhibitor],?,12%
Cc1ccc(S(=O)(=O)C2(C(=O)NCc3ccccc3Cl)CC2)cc1,0%,-7%,3%,-23%,7%,-13%,15%,2%
COc1cccc(N(CC(=O)NC2CCCCC2)C(=O)c2snc(C(N)=O)c2N)c1,2%,-3%,-1%,49%,4%,0%,8%,-2%
Cn1c(=O)c2c(ncn2CC(=O)OCC(=O)Nc2cc(Cl)ccc2C#N)n(C)c1=O,-5%,1%,-4%,7%,8%,-19%,-6%,7%
O=C(COc1ccc(Cl)cc1)NCc1nnc(SCC(=O)NCCc2ccccc2)o1,0%,3%,7%,17%,-4%,i,3%,-14%
CN1CCN(C(=S)SCc2nc(N)nc(Nc3ccc(F)cc3)n2)CC1,9%,-3%,-1%,8%,8%,-13%,6%,11%
COCCNC(=O)CN(c1cc(Cl)ccc1OC)S(=O)(=O)c1ccc(C)c([N+](=O)[O-])c1,1%,-10%,4%,16%,4%,0%,-2%[0.397 µM],-1%
CC1CCN(S(=O)(=O)c2ccc(NC(=S)NC(=O)c3ccc(Cl)cc3)cc2)CC1,5%,6%,-7%,1%,10%,-8%,-23%,3%

# Screening results deposited in PubChem by National Center for Advancing Translational Sciences (NCATS).
